Arrestin-AP2 inh = inhibitors of human beta-arrestin and AP2 interaction; FITC-arrestin peptide / GST-AP2 beads, flow cytometry; AP2 beta2 appendage carries R879A mutation; inhibition, % at 10 µM; 0.31% of 340,000 active; AID 504490;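 active = inhibition above a set limit, near 3 SD of compounds lacking own fluorescence, cut at about 54% in these data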;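 note: plate controls were DMSO wells for no effect and 5 µM unlabelled arrestin peptide for full effect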
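system = GST-tagged AP2 beta2-adaptin appendage (R879A) on 4 µm glutathione beads | reagent = FITC-labelled arrestin peptide probe, 50 nM final | schedule = compound with beads 12 min RT, then probe 1 h RT | signal = HyperCyt-sampled flow cytometry, FL1 channel, ex 488/em 535 nm | read-out = percent response from loss of bead-bound FITC fluorescence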
PKA-R1A act = PKA-R1A complex activation | activation, % at 11.4 µM | 0.083% of 340,000 active | P00514+P68181 | PKA-R1A dissociation, Cy5-IP20 fluorescence polarization; scaled: DMSO 0%, 113 µM cGMP 100%;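 active = percent activation above the mean of all tested compounds plus 3 SD, cut at about 19% in these data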;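 note: higher means more PKAc released from R1A so a rise in polarization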
SR-BI DiI inh = inhibitors of mouse SR-BI mediated HDL lipid uptake. ldlA[mSR-BI] CHO cells, DiI-HDL uptake fluorescence, 3 h. Q61009. inhibition, % at 12.5 µM. 0.96% of 320,000 active. AID 488896;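 active = mean replicate inhibition of at least 70% and a set share of replicates each scoring 70 or more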;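 note: 0% = median of neutral control wells and 100% = median of positive control wells; values of inactives mirror those of a sister screen read the other way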
Target sequence (Q61009 whole entry, looked up): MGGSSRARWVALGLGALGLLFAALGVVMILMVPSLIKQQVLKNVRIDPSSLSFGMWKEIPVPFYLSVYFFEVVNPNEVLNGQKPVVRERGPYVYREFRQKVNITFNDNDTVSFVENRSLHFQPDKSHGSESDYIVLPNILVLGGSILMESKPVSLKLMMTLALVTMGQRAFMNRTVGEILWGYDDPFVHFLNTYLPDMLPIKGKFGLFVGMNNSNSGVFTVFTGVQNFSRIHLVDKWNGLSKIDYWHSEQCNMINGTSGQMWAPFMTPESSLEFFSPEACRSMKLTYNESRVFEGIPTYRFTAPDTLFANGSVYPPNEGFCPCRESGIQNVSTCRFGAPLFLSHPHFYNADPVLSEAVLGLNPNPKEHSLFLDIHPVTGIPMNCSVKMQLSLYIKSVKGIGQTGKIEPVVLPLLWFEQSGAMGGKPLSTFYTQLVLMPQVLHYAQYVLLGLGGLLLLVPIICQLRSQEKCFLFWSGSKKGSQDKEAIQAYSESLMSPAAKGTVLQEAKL
MITF act = increases MITF-driven TRPM1 promoter luciferase signal; 0.75% of 300,000 active; activation, % at 12.5 µM; SK-MEL-5 TRPM1-promoter luciferase, 24 h; % of positive control, neutral wells = 0;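 active = mean activation of at least 80% with every replicate also reaching 80%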;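 note: 0% = neutral control wells and 100% = parthenolide positive control wells; values of inactives mirror those of a sister screen read the other way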
NSD2 inh = NSD2 (human) methyltransferase inhibition. O96028. NSD2 peptide methylation, AlphaScreen, 120 min. inhibition, % at 12.5 µM. 0.54% of 310,000 active. AID 743445; in the data active = inhibition above about 50%
dFosB activator = enhances mouse delta FosB homodimer DNA binding; P13346; purified delta FosB, TAMRA-CDK5 oligo fluorescence polarization; percent of positive-control signal above neutral wells; activation, % at 25 µM; 0.99% of 340,000 active;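 active = mean activation above about 17%, with every replicate also reaching it, limit read from the data, passing the limit was not always enough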;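 note: fluorescence polarization rise as delta FosB binds a TAMRA Cdk5 AP-1 oligo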
Target sequence (P13346 whole entry, looked up): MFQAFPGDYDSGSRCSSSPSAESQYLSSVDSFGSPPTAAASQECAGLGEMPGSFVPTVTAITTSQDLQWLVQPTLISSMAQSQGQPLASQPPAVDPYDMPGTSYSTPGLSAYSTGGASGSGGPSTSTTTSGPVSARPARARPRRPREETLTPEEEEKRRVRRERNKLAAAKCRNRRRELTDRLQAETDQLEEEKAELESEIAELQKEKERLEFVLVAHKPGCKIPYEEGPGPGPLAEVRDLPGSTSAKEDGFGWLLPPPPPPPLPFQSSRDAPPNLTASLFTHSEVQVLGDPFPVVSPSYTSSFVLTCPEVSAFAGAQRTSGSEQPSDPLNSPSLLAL
SUMO Mot1 rescue = blocks SUMOylation pathway, rescuing yeast Mot1-301 growth; S. cerevisiae Mot1-301 growth rescue, ATP luminescence, 38.5C; percent above DMSO median, 100 means doubled; growth rescue, % at 18.8 µM; 1% of 320,000 active; AID 2716;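 active = every valid replicate shows activation above 250% relative to neutral control wells; inactive = the rest, any valid replicate at or below 250%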;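 note: OY570 slx delta 5 strain wells were the positive control but not used for scaling; some compounds called inactive have numbers as strong as hits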
SR-BI uptake up = activators of SR-BI mediated HDL lipid uptake | CHO ldlA[mSR-BI] cells, DiI-HDL uptake fluorescence, 3 h; 100 = double the neutral-control signal | activation, % at 12.5 µM | 0.096% of 320,000 active | AID 504775;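 active = mean replicate activation of at least 60% and every replicate at or above 60%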;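 note: 0% = median plate neutral-control signal and 100% = twice that signal; values of inactives mirror those of a sister screen read the other way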
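System: CHO ldlA[mSR-BI] cells / Medium: HEPES-buffered (25 mM, pH 7.4) F12 plus 0.5% BSA / Probe or stimulus: labelled HDL, 10 µg/mL / Doses: single compound concentration, delivered by pin transfer / Schedule: 3 h, 37 °C / Measured by: DiI fluorescence, bottom read / Measure: cell-associated DiI fluorescence as measure of HDL uptake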
DSG3 Ab inh = human desmoglein-3 autoantibody binding inhibition; DSG3-coupled beads, scFv-anti-DSG3-GFP binding, flow cytometry; hits give low values; binding (percent of control), % at 10 µM; 0.48% of 310,000 active; AID 588358;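 active = binding more than 3 SD below its plate's average and above zero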;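 note: hits lower antibody fragment binding to DSG3; some compounds called inactive have numbers as strong as hits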
CDK5 p35 inh = blocks human CDK5/p35 kinase activity. Recombinant CDK5/p35, ADP-Glo luminescence, 60 min. AID 488839. inhibition, % at 10 µM. Q00535+Q15078. 0.01% of 330,000 active;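 active = highest replicate inhibition of at least 50% and at least 75% of replicates reaching 50%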;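 note: plate controls were DMSO neutral control for no effect and GW8510 at 10 µM for full effect; many of its hits are not listed in these tables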
PKA-R2B act = activators of human PKA-R2B complex; activation, % at 11.4 µM; PKA-R2B holoenzyme dissociation, Cy5-IP20 fluorescence polarization; R2B truncated from residue 108, S112A mutant; 0% DMSO only, 100% 113 µM cGMP; P22694+P31323; 0.079% of 340,000 active;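 active = activation above a cutoff set at the mean over all compounds plus 3 SD, cut at about 18% in these data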;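 note: higher means more holoenzyme dissociation and a rise in polarization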
* = called active by the depositor; nt = no result given. Compounds as they come (roughly 4.7% active in at least one column).

SMILES | Arrestin-AP2 inh | PKA-R1A act | SR-BI DiI inh | MITF act | NSD2 inh | dFosB activator | SUMO Mot1 rescue | SR-BI uptake up | DSG3 Ab inh | CDK5 p35 inh | PKA-R2B act
CCCNC(=O)Nc1ccc(NC(C)=O)cc1 | -6 | -5 | -13 | -7 | -4 | 3 | 3 | 13 | 107 | 1.6 | -13
COc1ccc(NC(=O)CSc2nc3sc(C)c(C)c3c(=O)n2Cc2ccco2)cc1 | 4 | -4 | 17 | 17 | -1 | -11 | -8 | -17 | 116 | 0.2 | -6
COc1ccc(CCC(=O)Nc2ccc(N3CCOCC3)cc2)cc1 | -5 | -6 | 11 | 4 | -2 | -3 | -15 | -11 | 100 | 0.2 | 5
Cc1ccc(C(=O)C(C)[n+]2cccc(C(N)=O)c2)cc1 (centres undefined) | 36 | 1 | -14 | -9 | -3 | -7 | -5 | 14 | 104 | -2.2 | -1
COc1cc(/C=N/N2C(=O)CSC2=S)ccc1O | -1 | -1 | -12 | -3 | -1 | -1 | -7 | 12 | 104 | 3.6 | 6
Cc1ccc2cc(CN(CCCN3CCOCC3)C(=O)NC3CCCCC3)c(=O)[nH]c2c1C | -4 | -8 | -16 | 3 | nt | 0 | 1 | 16 | 103 | -4.1 | 1
O=C(/C=N/O)NCc1cccnc1 | 8 | 7 | -11 | -7 | 1 | 3 | -8 | 11 | 104 | -0.8 | -1
Cc1ccc(NC(=O)CSc2nnc(C)n2C2CC2)cc1S(=O)(=O)N1CCOCC1 | -10 | 10 | -7 | 1 | -6 | -9 | 0 | 7 | nt | -5.4 | 0
COc1ccc(CCNC(=O)c2cc(C)oc2C)cc1OC | 6 | 1 | nt | nt | 5 | -9 | 185 | nt | 105 | -2.5 | 2
c1ccc(-c2ccc3c(c2)NCCN3)cc1 | 8 | -7 | -1 | 57 | 10 | -4 | 87 | 1 | 111 | -0.3 | -5
CCCCCCn1c(CN2CCC(C)CC2)nc2c1c(=O)n(C)c(=O)n2C | -5 | -6 | -1 | -7 | 4 | -7 | 174 | 1 | nt | -0.4 | -5
O=C(NCCCN1CCOCC1)C(=O)NCC1OCCN1S(=O)(=O)c1cc(F)ccc1F (centres undefined) | -14 | -8 | -11 | 0 | -5 | -1 | 10 | 11 | 98 | -0.9 | -3
CCOC(=O)N1CCN(C(=O)c2ccc3c(c2)N(Cc2ccc(C)cc2)CCS3)CC1 | 6 | 3 | 3 | nt | 2 | -11 | -4 | -3 | nt | 2.7 | -4
COc1ccc(-c2cnc(N)nc2-c2ccc(OC)cc2O)cc1 | -7 | -3 | 20 | 14 | -1 | -3 | -12 | -20 | 84 | -0.1 | 1
CC(=O)c1c(C)nc(-c2ccc(OCC(=O)Nc3cccc(C)c3C)cc2)n1O | 28 | 3 | -3 | -4 | 1 | -11 | -11 | 3 | 111 | 0.5 | 7
Cc1ccc(-c2cc(C(F)F)n3ncc(C(=O)N4CCCc5ccccc54)c3n2)cc1 | -4 | 5 | 15 | -20 | -1 | -6 | 383* | -15 | 99 | 2.1 | -2
CCCC(C)NC(=O)COC(=O)c1cccc(NS(C)(=O)=O)c1 (centres undefined) | -8 | -4 | 9 | -3 | nt | -4 | 5 | -9 | 99 | -0.4 | -1
CC(O)CNC(=O)C1CCN(Cc2ccc(OCc3ccccc3)cc2)CC1 (centres undefined) | 3 | 6 | -1 | nt | 5 | -11 | 12 | 1 | 105 | -0.8 | 7
CCOc1ccc(-n2c(C)c(C(=O)O)c3cc(OC)ccc32)cc1 | 9 | -5 | 3 | 14 | 1 | -4 | 6 | -3 | 105 | -1.9 | -5
CC(C)C(NC(=O)C(NC(=O)C1OC2OC(C)(C)OC2C2OC(C)(C)OC12)C(C)C)C(=O)O (centres undefined) | -24 | 2 | -22 | 0 | -2 | 0 | nt | 22 | 114 | -0.1 | 2
Cc1cc(C)c(S(=O)(=O)Nc2cccc(-n3cnnn3)c2)c(C)c1 | -11 | 0 | -12 | 11 | 1 | -6 | -11 | 12 | 101 | 0.2 | -6
O=C(C(c1ccccc1)c1ccccc1)N1CCN(CCN2C(=O)c3cccc4cccc(c34)C2=O)CC1 | -1 | 2 | -27 | -10 | 14 | 6 | -16 | 27 | 108 | 0.8 | -5
CCCCCn1cnnc1SCC(=O)c1c(N)n(C2CC2)c(=O)[nH]c1=O | 37 | 3 | -22 | 5 | 0 | -3 | nt | 22 | 103 | 0.1 | 6

Ordered by the number under PKA-R1A act (highest first): 3 from the list above
SMILES | Arrestin-AP2 inh | PKA-R1A act | SR-BI DiI inh | MITF act | NSD2 inh | dFosB activator | SUMO Mot1 rescue | SR-BI uptake up | DSG3 Ab inh | CDK5 p35 inh | PKA-R2B act
CCOC(=O)N1CCN(C(=O)c2ccc3c(c2)N(Cc2ccc(C)cc2)CCS3)CC1 | 6 | 3 | 3 | nt | 2 | -11 | -4 | -3 | nt | 2.7 | -4
CC(C)C(NC(=O)C(NC(=O)C1OC2OC(C)(C)OC2C2OC(C)(C)OC12)C(C)C)C(=O)O (centres undefined) | -24 | 2 | -22 | 0 | -2 | 0 | nt | 22 | 114 | -0.1 | 2
COc1ccc(-c2cnc(N)nc2-c2ccc(OC)cc2O)cc1 | -7 | -3 | 20 | 14 | -1 | -3 | -12 | -20 | 84 | -0.1 | 1

Some of these compounds in order of SMILES length, high to low.
SMILES | Arrestin-AP2 inh | PKA-R1A act | SR-BI DiI inh | MITF act | NSD2 inh | dFosB activator | SUMO Mot1 rescue | SR-BI uptake up | DSG3 Ab inh | CDK5 p35 inh | PKA-R2B act
O=C(C(c1ccccc1)c1ccccc1)N1CCN(CCN2C(=O)c3cccc4cccc(c34)C2=O)CC1 | -1 | 2 | -27 | -10 | 14 | 6 | -16 | 27 | 108 | 0.8 | -5
Cc1ccc(-c2cc(C(F)F)n3ncc(C(=O)N4CCCc5ccccc54)c3n2)cc1 | -4 | 5 | 15 | -20 | -1 | -6 | 383* | -15 | 99 | 2.1 | -2
O=C(NCCCN1CCOCC1)C(=O)NCC1OCCN1S(=O)(=O)c1cc(F)ccc1F (centres undefined) | -14 | -8 | -11 | 0 | -5 | -1 | 10 | 11 | 98 | -0.9 | -3
CC(=O)c1c(C)nc(-c2ccc(OCC(=O)Nc3cccc(C)c3C)cc2)n1O | 28 | 3 | -3 | -4 | 1 | -11 | -11 | 3 | 111 | 0.5 | 7
CCCCCn1cnnc1SCC(=O)c1c(N)n(C2CC2)c(=O)[nH]c1=O | 37 | 3 | -22 | 5 | 0 | -3 | nt | 22 | 103 | 0.1 | 6
Cc1cc(C)c(S(=O)(=O)Nc2cccc(-n3cnnn3)c2)c(C)c1 | -11 | 0 | -12 | 11 | 1 | -6 | -11 | 12 | 101 | 0.2 | -6
CC(O)CNC(=O)C1CCN(Cc2ccc(OCc3ccccc3)cc2)CC1 (centres undefined) | 3 | 6 | -1 | nt | 5 | -11 | 12 | 1 | 105 | -0.8 | 7
CCOc1ccc(-n2c(C)c(C(=O)O)c3cc(OC)ccc32)cc1 | 9 | -5 | 3 | 14 | 1 | -4 | 6 | -3 | 105 | -1.9 | -5
CCCC(C)NC(=O)COC(=O)c1cccc(NS(C)(=O)=O)c1 (centres undefined) | -8 | -4 | 9 | -3 | nt | -4 | 5 | -9 | 99 | -0.4 | -1
COc1ccc(-c2cnc(N)nc2-c2ccc(OC)cc2O)cc1 | -7 | -3 | 20 | 14 | -1 | -3 | -12 | -20 | 84 | -0.1 | 1
c1ccc(-c2ccc3c(c2)NCCN3)cc1 | 8 | -7 | -1 | 57 | 10 | -4 | 87 | 1 | 111 | -0.3 | -5
